# NR3A LBD binder – binders of NR3A ligand-binding domain, primary screen, biophysical, differential scanning fluorimetry, uHTS; 2.5% of 340,000 active; AID 1259313, 2017; Tm shift relative to glycine control, % at 25 µM; Glutamate receptor ionotropic, NMDA 3A (GRIN3A) ligand-binding domain; NR3A LBD differential scanning fluorimetry, Tm shift; 0% = protein alone, 100% = glycine-bound protein;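 active = melting temperature shift of at least 10% of the positive control shift, at one fixed dose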
# tim10-1 inh – growth inhibitors of tim10-1 mutant yeast, primary screen, luminescence, uHTS; S. cerevisiae tim10-1 ts strain growth, BacTiter-Glo, 24 h; inhibition, % at 20 µM; 2.2% of 330,000 active; AID 463190, 2010;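 active = inhibition of at least 40%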;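 also: mutant grown at 25 °C; 0% = DMSO wells with yeast and 100% = wells holding no yeast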
# TIM10 inh – growth inhibitors of isogenic TIM10 control yeast, primary screen, counter-screen for tim10-1 yeast inhibitor project, luminescence, uHTS | S. cerevisiae TIM10 strain growth, BacTiter-Glo luminescence, 24 h | inhibition, % at 10 µM | 1.4% of 330,000 active;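 active = inhibition of 40% or more at the single tested concentration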;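 also: wild-type TIM10 isogenic control strain grown at permissive 25 °C; 0% = DMSO yeast wells and 100% = minimal medium wells without yeast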
# MIN6 prolif – inducers of MIN6 beta-cell proliferation, primary screen, ATP luminescence, uHTS; MIN6 cells proliferation, ATPlite luminescence, 48 h; cells starved in 0.2% serum; 100% = growth in 10% serum; AID 2380, 2010; 0.29% of 330,000 active; proliferation, % at 10 µM;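 active = compounds whose signal lies at least 3.5 SD above the mean of all wells on their plate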;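 also: 0% = DMSO-treated cells in low-serum medium and 100% = 10% serum control; some compounds called inactive have numbers as strong as hits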
# NLRP3 yeast inh – NALP3 inflammasome inhibitors in reconstituted yeast, primary screen, luminescence, uHTS | Yeast reconstituted NLRP3/ASC/caspase-1, beta-gal luminescence, 24 h | inhibition, % at 10 µM | 0.39% of 330,000 active;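 active = inhibition of 50% or more; inactive = inhibition below 50%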;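 also: plate controls were induced DMSO wells for no effect and uninduced yeast grown without galactose for full effect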
# APJ antagonist – antagonists of human apelin receptor APJ, primary screen, CHO-K1 cells, beta-arrestin complementation, luminescence | inhibition, % at 20 µM | 0.32% of 330,000 active;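 active = inhibition above about 40% at 20 µM, limit read from the data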;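 also: cells challenged with 10 nM apelin-13 agonist together with compound; plate controls were apelin-13 plus DMSO wells for no effect and DMSO wells lacking apelin-13 for full effect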
# Target sequence (P35414 whole entry, looked up): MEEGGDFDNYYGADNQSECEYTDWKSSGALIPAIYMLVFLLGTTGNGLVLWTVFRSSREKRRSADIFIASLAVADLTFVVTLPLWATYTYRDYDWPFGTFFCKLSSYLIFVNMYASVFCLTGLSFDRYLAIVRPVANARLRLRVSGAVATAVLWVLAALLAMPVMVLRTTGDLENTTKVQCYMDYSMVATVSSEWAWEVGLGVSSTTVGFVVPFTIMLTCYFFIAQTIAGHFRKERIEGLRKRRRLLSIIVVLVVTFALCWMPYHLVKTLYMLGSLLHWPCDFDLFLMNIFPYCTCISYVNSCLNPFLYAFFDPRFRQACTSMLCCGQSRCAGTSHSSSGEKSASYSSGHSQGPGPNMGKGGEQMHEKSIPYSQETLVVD
# MPTP inh – mitochondrial permeability transition pore inhibitors, primary screen, biochemical, isolated mouse mitochondria, absorbance. inhibition, % at 10 µM. Ca2+ swelling absorbance, 30 min. 1.4% of 360,000 active;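 active = inhibition of 50% or more, scaled per plate between neutral and stimulator controls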;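 also: 0% = DMSO wells given calcium and 100% = 1 mM EGTA wells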
# APJ ag – agonists of human apelin receptor APJ, primary screen, CHO-K1 cells, PathHunter beta-arrestin, luminescence. P35414. 0% DMSO wells, 100% apelin. activation, % at 20 µM. 0.11% of 330,000 active. AID 2520, 2010;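 active = activation more than six SD over the plate average, tested at 20 µM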;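 also: 0% = DMSO alone and 100% = apelin-13 at 10 nM; some results filed as inactive read as strong as hits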
#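 Incubation: overnight seeding, 90 min compound at 25 °C, 1 h detection; test system: PathHunter CHO-K1 APJ (AGTRL-1) beta-arrestin reporter cells; amount: 1000 cells/well; doses: one dose, 20 µM compound, 1% DMSO; measured by: beta-gal luminescence; measure: agonist-driven arrestin binding to APJ; benchmarks: negative DMSO alone, positive Apelin-13 at 10 nM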
# tim23-1 inh – growth inhibitors of tim23-1 mutant yeast, primary screen, luminescence, uHTS; S. cerevisiae tim23-1 growth, BacTiter-Glo luminescence, 24 h; inhibition, % at 20 µM; 1.3% of 330,000 active;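 active = growth inhibition of the mutant yeast at or above 50%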;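 also: temperature-sensitive mutant grown at 25 °C; plate controls were DMSO-treated mutant yeast for no effect and medium wells lacking yeast for full effect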
# * = called active by the depositor; nt = no result given.
# A first look:
SMILES,NR3A LBD binder,tim10-1 inh,TIM10 inh,MIN6 prolif,NLRP3 yeast inh,APJ antagonist,MPTP inh,APJ ag,tim23-1 inh
Cc1ccc2cc(CN(C(=O)c3cccnc3)C(C)C)c(=O)[nH]c2c1,-1,10,-2,-3,14,-26,0.9,0,10
CC1(C)Cc2c(ccc3ccccc23)C(c2cc3ccccc3oc2=O)=N1,3,36,28,0,-12,-9,6.9,-2,20
COc1cc(NC(=O)NC2Cc3ccccc3C2)cc(OC)c1,1,1,-15,-2,3,-12,1.8,-1,13
NC(=O)C[n+]1cccc2ccccc21,7,-8,-8,-2,5,-13,-1.1,-2,5
C=CCn1cc(/C=C2\SC(N3CCOCC3)=NC2=O)c2ccccc21,-1,-7,21,-2,25,-1,-0.8,-1,20
N#CC(C#N)=C1c2cc(S(=O)(=O)NCCO)ccc2-c2ccc(S(=O)(=O)NCCO)cc21,0,5,-12,-1,6,-82,4.7,10,21
O=C(O)C(Cc1c[nH]c2ccccc12)NS(=O)(=O)c1cccc(Cl)c1Cl (centres undefined),-3,30,2,1,1,0,0.1,0,18
Cc1cccc(C)c1OCc1cc(C(=O)N(C)CCc2ccccn2)no1,-1,28,5,0,27,6,-1.3,-7,15

# This part in full, from the start:
SMILES,NR3A LBD binder,tim10-1 inh,TIM10 inh,MIN6 prolif,NLRP3 yeast inh,APJ antagonist,MPTP inh,APJ ag,tim23-1 inh
Cc1ccc2cc(CN(C(=O)c3cccnc3)C(C)C)c(=O)[nH]c2c1,-1,10,-2,-3,14,-26,0.9,0,10
CC1(C)Cc2c(ccc3ccccc23)C(c2cc3ccccc3oc2=O)=N1,3,36,28,0,-12,-9,6.9,-2,20
COc1cc(NC(=O)NC2Cc3ccccc3C2)cc(OC)c1,1,1,-15,-2,3,-12,1.8,-1,13
NC(=O)C[n+]1cccc2ccccc21,7,-8,-8,-2,5,-13,-1.1,-2,5
C=CCn1cc(/C=C2\SC(N3CCOCC3)=NC2=O)c2ccccc21,-1,-7,21,-2,25,-1,-0.8,-1,20
N#CC(C#N)=C1c2cc(S(=O)(=O)NCCO)ccc2-c2ccc(S(=O)(=O)NCCO)cc21,0,5,-12,-1,6,-82,4.7,10,21
O=C(O)C(Cc1c[nH]c2ccccc12)NS(=O)(=O)c1cccc(Cl)c1Cl (centres undefined),-3,30,2,1,1,0,0.1,0,18
Cc1cccc(C)c1OCc1cc(C(=O)N(C)CCc2ccccn2)no1,-1,28,5,0,27,6,-1.3,-7,15
N#Cc1ccccc1COC(=O)c1cccnc1N,-1,-20,7,4,22,-7,0.6,2,-16
C[C@@H]1CC[C@H]2C(=O)N3[C@@H](CC[C@@H](C)[C@@H]3c3ccc(Br)cc3)C(=O)N2[C@H]1c1ccc(Br)cc1,-33,16,14,-9,-6,-6,-1.6,10,44
CCOCCCNC(=O)/C=C1\Sc2ccccc2N(Cc2ccccc2F)C1=O,-1,8,3,-6,2,2,0.6,4,35
COc1ccc(-n2c(=O)c3ccccc3n(CC(=O)NC3CCCCC3)c2=O)cc1,-1,-6,-11,-3,6,-6,0.3,-4,8
COc1ccc(C(C)=O)cc1COC(=O)c1ccc2c(c1)OCO2,2,24,-11,-2,15,1,0.4,-5,-11
O=Cc1c(NCc2cccc(F)c2)c2ccccc2[nH]c1=O,1,11,4,1,9,13,-1.5,-1,29
O=C(COC(=O)c1ccc(Br)o1)Nc1nc2ccccc2s1,-6,22,25,-4,-4,-6,1.8,1,31
Cc1ccc(N(C(=O)CNC(=O)c2ccco2)C(C(=O)NC2CCCCC2)c2ccncc2)c(C)c1 (centres undefined),-2,1,14,-2,0,-2,-2.1,-2,9
O=C(NC1CC2CCCC(C1)N2CC(=O)N1CCCc2ccccc21)C1CCCCC1 (centres undefined),1,-6,-7,-3,10,5,-0.4,3,22
CCCNC(=O)c1ccccc1NC(=O)c1cccc(-n2cnnn2)c1,-2,9,4,8,1,0,0.0,0,8
Cc1onc(-c2ccccc2Cl)c1C(=O)Nc1ccc(Br)cc1,-9,33,17,0,-1,-3,1.6,0,17
O=C(Nc1ccc2c(c1)OCO2)C1CC(c2ccc(Cl)cc2)=NO1 (centres undefined),1,8,-15,-1,4,-9,-1.0,3,-9

# (list continues)
# Fields – NR3A LBD binder | tim10-1 inh | TIM10 inh | MIN6 prolif | NLRP3 yeast inh | APJ antagonist | MPTP inh | APJ ag | tim23-1 inh
CCCc1cc(-n2ccnc2C)n2c(nc3ccccc32)c1C#N
  3 | -1 | -8 | -3 | -4 | -43 | 2.0 | -7 | 6
CNC(=O)C1CCN(S(=O)(=O)c2c(C)noc2/C=C/c2ccccc2F)CC1
  -1 | -16 | -23 | 3 | 3 | 6 | -3.9 | -1 | -18
O=C(NNC(=O)c1ccco1)c1csc(N2CCOCC2)n1
  0 | -9 | -7 | -2 | 11 | 14 | -1.5 | -3 | -7
Cc1ccc(NC(=S)NCc2ccc(S(N)(=O)=O)cc2)c(C)c1
  0 | 31 | 4 | -2 | 17 | -8 | -0.6 | -2 | 22
S=c1[nH]nc(C2COc3ccccc3O2)o1 (centres undefined)
  0 | -1 | -3 | 4 | 7 | -5 | -0.3 | 0 | -2
Cc1c(C(=O)O)cccc1-c1ccc(/C=C2/NC(=O)N(c3ccccc3)C2=O)o1
  1 | 6 | 15 | -1 | 2 | -1 | 1.1 | -2 | 17
COc1ccc(OC)c(Nc2cc(C)c3ccccc3n2)c1
  -6 | 4 | -7 | -1 | 38 | -2 | 0.7 | -5 | 35
O=S(=O)(c1ccc2c(c1)OCCO2)N1CCC(c2nc3ccc(Cl)cc3[nH]2)CC1
  1 | 40 | 31 | -5 | 9 | -9 | 5.0 | 0 | 24
Cc1cc(C)c(C)c(S(=O)(=O)NCc2cccnc2)c1C
  -1 | 19 | 2 | -3 | -4 | 16 | -2.7 | -3 | 20
Cc1cc2oc(=O)cc(Cn3ccnc3)c2cc1C
  -1 | 8 | -18 | -1 | 11 | -10 | 0.3 | -2 | -5
CC(C)(C)NC(=O)CN(C(=O)Cn1nnc(-c2ccccc2F)n1)c1cccc2c1CCCC2
  -2 | 29 | 25 | -4 | 11 | 7 | 2.8 | -3 | 29
COc1ccc(CC(=O)NC(C)c2nnc(SCc3nc4ccccc4c(=O)[nH]3)n2C)cc1 (centres undefined)
  nt | 8 | 7 | -2 | 16 | 10 | -3.4 | -3 | 7
COc1ccc(NCc2cc(=O)oc3cc(NC(C)=O)ccc23)cc1
  -2 | 18 | 1 | -2 | 21 | 11 | 0.0 | -4 | 4
O=S(N1CCc2ccccc21)C12CC3CC(CC(C3)C1)C2 (centres undefined)
  -2 | 38 | 36 | -1 | 19 | 10 | 1.6 | 3 | 46
OC(CNCc1cccnc1)COc1ccc2ccccc2c1 (centres undefined)
  -3 | -7 | -11 | 2 | 17 | 5 | -0.2 | -3 | -5
CC(C)C[C@@]12C(=O)N(c3cccc(F)c3)C(=O)N1[C@H](c1ccc(F)cc1)[C@@H]1C(=O)N(C3CCCCC3)C(=O)[C@@H]12
  -10 | 22 | 18 | -6 | 12 | 5 | -1.8 | -1 | 30
Cc1[nH]n(-c2ccccc2)c(=O)c1C=Nc1cnc2ccccc2c1
  -2 | 11 | 0 | 0 | 13 | 17 | -16 | 0 | 1
BrC(=C\c1ccccc1)/C=N/Nc1nc2ccccc2[nH]1
  -6 | 54* | 36 | 0 | 4 | -36 | 0.7 | -5 | 44
Cc1cc(N2C(=O)C(O)=C(C(=O)c3ccco3)C2c2ccc([N+](=O)[O-])cc2)no1 (centres undefined)
  2 | 9 | 9 | 1 | -4 | 2 | -0.5 | -4 | 9
COc1ccc(C2c3ccc4ccccc4c3Oc3ncn(CCO)c(=N)c32)cc1OC (centres undefined)
  -2 | 12 | -6 | -5 | 5 | 15 | 1.3 | -1 | 12
CN(C)c1ccc(C2/C(=C(/O)c3ccccc3)C(=O)C(=O)N2CCCC(=O)O)cc1 (centres undefined)
  0 | -10 | -5 | -2 | -14 | 1 | -0.5 | -2 | -4
Nc1nc(N)nc(-c2cc(C(F)(F)F)ccc2Cl)n1
  -1 | -18 | 1 | 4 | 27 | -64 | 0.4 | 3 | 12
SC(COCc1ccccc1)CN1CCN(Cc2ccc3c(c2)OCO3)CC1 (centres undefined)
  2 | 3 | 18 | -6 | 20 | -9 | 2.2 | -3 | 13
COc1ccc(N2CCN(C(=O)c3ccc(N4CCCCS4(=O)=O)cc3)CC2)cc1
  1 | -5 | 4 | -1 | 13 | -43 | 0.1 | -2 | 0
CC1(C)NC(=O)N(CC(O)CN2CCCCC2)C1=O (centres undefined)
  -1 | 5 | 0 | -4 | 12 | 29 | 2.0 | 4 | 5
O=C(CSc1nc(-c2ccco2)cc(C(F)(F)F)n1)NCCCn1ccnc1
  -2 | 5 | -8 | 5 | 18 | -6 | -1.0 | -2 | 7
O=C1[C@H]2[C@H](C=CC[C@H]2C(=O)N2CCN(c3ccccc3)CC2)CCN1Cc1ccc(Cl)c(Cl)c1
  -1 | 15 | 33 | -8 | 0 | 1 | -1.1 | -7 | 39
CC(=O)N1CCN(c2ccccc2NC(=O)c2cccc3c(Cl)cccc23)CC1
  -1 | 32 | 14 | 3 | 16 | 3 | 1.0 | -2 | 32
CC(C)Oc1ccc(NC(N)=O)cc1
  1 | -3 | 7 | -2 | 5 | -17 | 1.0 | 9 | -1
CC(=O)c1ccc(S(=O)(=O)Nc2ccc(C(=O)NCC(c3ccccc3)N(C)C)cc2)cc1 (centres undefined)
  -2 | 13 | 12 | -1 | 4 | 11 | -0.3 | 0 | -6
CN(C)C(=O)c1cc(-c2ccccc2)no1
  2 | -13 | 5 | -2 | 27 | 4 | 1.6 | -3 | -5
Cc1cc(NC(=O)COC(=O)c2ccccc2Cl)no1
  -2 | 2 | -11 | -4 | 6 | 1 | -0.7 | -2 | -2
COc1ccc(-c2noc(CSc3nc(N)c(-c4ccccc4)c(=O)[nH]3)n2)cc1OC
  0 | 0 | -1 | -2 | 13 | -3 | -11 | -2 | 14
O=S1(=O)N=C(Nc2ccc(O)c(CN3CCCCC3)c2)c2ccccc21
  2 | 18 | 13 | 1 | 12 | 13 | -0.5 | -5 | 12
O=C(Nc1ccccc1O)c1nc(Cl)ccc1Cl
  -1 | -5 | -14 | -1 | 9 | -32 | -1.0 | -4 | -23
CN(C)C(=S)Nc1ccc2c(c1)OCCO2
  2 | 5 | 4 | 2 | 23 | 10 | 2.1 | 0 | 3
COc1ccc(N2C(=NC(=O)CC3CCCCC3)SC3CS(=O)(=O)CC32)cc1 (centres undefined)
  0 | -17 | -8 | 0 | -9 | 11 | 1.0 | 2 | -4
Cc1noc(C(=O)Nc2ccc3c(c2)OCO3)c1Cl
  0 | 19 | 97* | -3 | 31 | 7 | -0.2 | -3 | 16

# Screening data from PubChem BioAssay.

# No enrichment for hits; overall some 7.2% were active at least once.
